# Screens as filed in PubChem BioAssay.
# 14-3-3g Raf: alters human 14-3-3 gamma binding to Raf peptide | P61981 | hit rate 0.19% among 160,000 | FP, 14-3-3gamma / TMR-pS259-Raf peptide binding | inhibition, % at 40 µM; in the data active = inhibition above about 30%;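 note: 0% = protein plus tracer without compound and 100% = blank with tracer alone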
# Target sequence (P61981 whole entry, looked up): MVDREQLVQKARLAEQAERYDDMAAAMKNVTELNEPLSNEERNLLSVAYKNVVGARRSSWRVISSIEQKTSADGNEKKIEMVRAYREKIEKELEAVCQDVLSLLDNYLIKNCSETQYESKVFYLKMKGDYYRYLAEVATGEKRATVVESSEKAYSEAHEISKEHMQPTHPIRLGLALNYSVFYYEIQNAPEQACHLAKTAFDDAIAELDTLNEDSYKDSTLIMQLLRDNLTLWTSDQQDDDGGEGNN
# * = called active by the depositor; & = joins results of further samples.
molecule | 14-3-3g Raf
CCC(Sc1nc(-c2ccco2)nc2c1c(=O)n(C)c(=O)n2C)C(=O)OC (stereo not drawn) | -2
O=C(O)c1ccc2c(=O)n(Cc3ccc4c(c3)OCO4)c(=S)[nH]c2c1 | -15
COc1ccc(N2C(=O)c3ccccc3NC2c2ccc(OC)c(Cn3nc(C)c([N+](=O)[O-])c3C)c2)cc1 (stereo not drawn) | -3
CC(C)(C)C(=O)N1CCCC1C(=O)Nc1ccc2ccccc2c1 (stereo not drawn) | 6
COc1ccccc1C(=O)NCCn1cc(SCC(=O)NCc2ccco2)c2ccccc21 | -1
C=CCn1c(=O)c(C(=O)Nc2ccccc2OC)c(O)c2ccccc21 | 3
COCCCn1cnc2c(c1=O)c1nc3ccccc3nc1n2CCc1ccccc1 | 5
COc1nc(C#N)nc(N(C)C)n1 | -5
Cc1ccc(C(=O)Nc2cc(-c3nc4ccccc4o3)ccc2C)cc1Cl | -322
O=C(NC1CCCCCC1)c1ccc2c(=O)n(Cc3ccc4c(c3)OCO4)c(=S)[nH]c2c1 | 1
Cc1ccccc1-c1nc2cc(NC(=O)COc3ccc(C(C)(C)C)cc3)ccc2o1 | 2
COc1cc(-c2nc3ccccn3c2N=Cc2ccc(Cl)c([N+](=O)[O-])c2)ccc1O | 7
CC(C)CCSc1nc(N)c(C#N)cc1C#N | -20
CCOc1ccc(N2C(=O)Nc3ccc(Br)cc3C2(O)C(=O)NCCc2ccc(Cl)cc2)cc1 (stereo not drawn) | -3
COc1cccc(-c2nc(S(=O)(=O)c3ccc(C)cc3)c(NCc3ccccc3)o2)c1 | 13
COc1ccc(CC(=O)Oc2c(S(=O)(=O)c3ccc(C)cc3)c(C)nn2C(C)(C)C)cc1 | -5
Cc1ccc(NC(=O)CCN2C(=O)c3cccc([N+](=O)[O-])c3C2=O)cc1C | -5
COC(=O)c1ccc(C(=O)OC)c(NC(=O)c2ccccc2OC(C)=O)c1 | -11
COc1ccc2nc(SCC(=O)Nc3ccc(C(C)C)cc3)[nH]c2c1 | 8
CC(C)(Oc1cccc2ccccc12)C(=O)O | 0

# Random excerpt: three compounds from above.
molecule | 14-3-3g Raf
COc1ccc2nc(SCC(=O)Nc3ccc(C(C)C)cc3)[nH]c2c1 | 8
COc1ccccc1C(=O)NCCn1cc(SCC(=O)NCc2ccco2)c2ccccc21 | -1
O=C(NC1CCCCCC1)c1ccc2c(=O)n(Cc3ccc4c(c3)OCO4)c(=S)[nH]c2c1 | 1

# Back to the main list, repeating the 7 entries before the break.
molecule | 14-3-3g Raf
CCOc1ccc(N2C(=O)Nc3ccc(Br)cc3C2(O)C(=O)NCCc2ccc(Cl)cc2)cc1 (stereo not drawn) | -3
COc1cccc(-c2nc(S(=O)(=O)c3ccc(C)cc3)c(NCc3ccccc3)o2)c1 | 13
COc1ccc(CC(=O)Oc2c(S(=O)(=O)c3ccc(C)cc3)c(C)nn2C(C)(C)C)cc1 | -5
Cc1ccc(NC(=O)CCN2C(=O)c3cccc([N+](=O)[O-])c3C2=O)cc1C | -5
COC(=O)c1ccc(C(=O)OC)c(NC(=O)c2ccccc2OC(C)=O)c1 | -11
COc1ccc2nc(SCC(=O)Nc3ccc(C(C)C)cc3)[nH]c2c1 | 8
CC(C)(Oc1cccc2ccccc12)C(=O)O | 0
Cc1cccc(CN2CCN(CC(=O)NCCc3ccccc3)C2=O)c1 | -14
Cc1ccc(-n2nc3c(c2NC(=O)c2cccs2)CSC3)cc1 | -1&3
COCCN1C(=O)c2ccccc2C(C(=O)NCCN2CCOCC2)C1c1c[nH]c2ccccc12 (stereo not drawn) | -9
Cc1ccc(S(=O)(=O)N(C)c2ccc(OCC(=O)OCc3c(C)noc3C)cc2)cc1 | -12
CC(=O)Nc1ccc(NC(=O)CCC(=O)Oc2ccc(C)cc2)cc1 | -4
CN(C(=O)Cn1ncc2c(=O)oc3ccccc3c21)c1ccccc1Cl | -7
CC(C)(C)OC(=O)N[C@@H](Cc1c[nH]c2ccccc12)c1nnc(SCC(N)=O)o1 | 4
CCn1cc(C(=O)O)c(=O)c2cc(S(=O)(=O)N3CCCC3)ccc21 | -269
Cc1ccc(C(=O)Nc2ccc(-c3nc4cc(NC(=O)c5ccc(C)cc5)ccc4o3)cc2)cc1 | -4
COC(=O)c1ccc(N2C(=O)CC(NCCC34CC5CC(CC(C5)C3)C4)C2=O)cc1 (stereo not drawn) | -28
N#Cc1c(N)n(CCNC(=O)c2cccs2)c2nc3ccccc3nc12 | -13
Cc1ccc(S(=O)(=O)Nc2cc3c4c(oc3c3ccccc23)CCCC4=O)cc1 | -18
Cc1cccc(Nc2nc(N)nc(CN3CCN(C)CC3)n2)c1 | -14
COc1ccc(C2C(C(C)=O)=C(O)C(=O)N2CCCN(C)C)cc1 (stereo not drawn) | -6
CCOc1cc2[nH]c(=O)n(CCC(=O)NCCc3ccccc3)c(=O)c2cc1OCC | -5
CCOc1ccc(C2NC(=S)NC(C)=C2C(=O)Nc2ccccc2OCC)cc1 (stereo not drawn) | -22
Cc1c(C(=O)NCCCN2CCN(C)CC2)oc2ccc(S(=O)(=O)N3CCC(C)CC3)cc12 | -2
CCOc1nc(-c2ccccc2O)nc2ccccc12 | 0
CCCn1c(SCC(=O)NC)nnc1C(C)C | -4
Cc1cccc(NC(=O)CS(=O)(=O)c2cn(Cc3ccccc3Cl)c3ccccc23)c1C | -2
COc1ccccc1-c1nc(S(=O)(=O)c2ccc(Cl)cc2)c(N(C)C)o1 | -6&2
O=C(COC(=O)c1ccccc1Oc1ccccc1)NC1CCS(=O)(=O)C1 (stereo not drawn) | -5
Cc1cc(C)cc(N(C(=O)C2CCCC2)C2C=CS(=O)(=O)C2)c1 (stereo not drawn) | -1
COc1ccccc1OCCSc1nc2ncnc(N)c2[nH]1 | 0
Cc1ccc(S(=O)(=O)N2CCCC(C(=O)NCCN3CCCCC3)C2)cc1 (stereo not drawn) | -18
Cc1cccc(NC(=O)C2CCCN(S(=O)(=O)c3ccc(Br)s3)C2)c1 (stereo not drawn) | -34
COC(=O)C1Sc2[nH]c(=O)sc2C2c3ccccc3OC(=O)C12 (stereo not drawn) | -8
C=CCc1cccc2cc(C(=O)N3CCN(C(=O)c4ccccc4)CC3)c(=O)oc12 | 8
Cc1ccc(CNC(=O)c2c(C)cc(=O)oc2C)cc1 | -4
COc1cccc(C2Nc3ccccc3NC3=C2C(=O)CC(c2ccccc2Cl)C3)c1 (stereo not drawn) | -3
CCc1cccc(NC(=O)Cn2cccc2)c1 | -3
CCOC(=O)Cn1c(=O)oc2cc(S(=O)(=O)N3CCN(c4ccccn4)CC3)ccc21 | 2
Cn1c(SCc2cccc3ccccc23)nnc1-c1ccco1 | -1
CC(=O)Nc1ccc(S(=O)(=O)NC(CC(=O)O)C(C)C)cc1 (stereo not drawn) | 0
CSc1nnc(-c2ccc(O)cc2)n1C | -4
COc1ccc(F)cc1S(=O)(=O)N1CCN(Cc2ccc3c(c2)OCO3)CC1 | -5
COc1ccc(S(=O)(=O)C(F)(F)F)cc1S(=O)(=O)C(F)(F)F | 1
CC(NC(=O)c1cncc(Br)c1)c1ccc(-c2ccccc2)cc1 (stereo not drawn) | -14
COc1ccccc1CNS(=O)(=O)c1ccc(F)c(C(=O)Nc2cccc(F)c2)c1 | 2
CC(SCCc1ccccn1)C(=O)O (stereo not drawn) | -2
Cn1c(=O)c2c(nc(CN3CCOCC3)n2Cc2ccc(F)cc2)n(C)c1=O | -4
Cc1onc(-c2ccccc2Cl)c1C(=O)N1CCN(c2cccc(Cl)c2)CC1 | 3&-6
Cc1ccc(C(NC(=O)Cc2cccs2)C(=O)Nc2ccc(C(C)C)cc2)cc1 (stereo not drawn) | -6
CCn1cc(C(=O)NCc2ccccc2OC)c(=O)c2ccc(C)nc21 | -8&-14
COC(=O)Cc1cc(=O)[nH]c(/N=C(/N)Nc2ccccc2)n1 | -5
COc1ccc(CC(=O)Nc2ccc(-c3noc(COc4ccc(Cl)c(C)c4)n3)cc2)cc1 | -16
CC(=O)N(C)c1nc(-c2ccc(Cl)cc2)cs1 | -1
COc1ccc2[nH]c(=O)c(CN(C(=O)C3CCCO3)c3ccc(C)cc3)cc2c1 (stereo not drawn) | -1
O=C(Nc1ccc(C(F)(F)F)cc1)c1cc(S(=O)(=O)NC2CCCC2)ccc1F | -4
CCOC(=O)c1c(NC(=O)c2ccc(F)cc2)sc2c1CC(C)CC2 (stereo not drawn) | 0
CN(C)c1ccc(C2N3CC4([N+](=O)[O-])CN2CC([N+](=O)[O-])(C3)C4(C)C)cc1 (stereo not drawn) | -9
Cc1ccc(C2=NN(C(=O)CCCC(=O)O)C(Cc3cc4cccc(C)c4nc3Cl)C2)cc1 (stereo not drawn) | -220
c1ccc(Oc2cccc(NC3=NCCC3)c2)cc1 | -3
COC(=O)c1ccc(COc2ccc3c4c(c(=O)oc3c2C)CCC4)cc1 | -2
CCCCOC(=O)CSc1nnc(-c2ccccc2)o1 | 4
CC(=O)C(C(C)=O)c1cc(NS(=O)(=O)c2ccc(C)cc2)c2ccccc2c1NS(=O)(=O)c1ccc(C)cc1 | -41
O=C(Nc1ccc(Br)c(C(=O)c2ccccc2Cl)c1)c1cc(=O)c2ccccc2o1 | -2
COc1ccccc1NC(=O)C1=C(C)NC2=C(C(=O)CC(c3ccc(OC)c(OC)c3)C2)C1c1ccccc1OC (stereo not drawn) | 7
Fc1ccc(-c2nnc3sc(C4COc5ccccc5O4)nn23)cc1 (stereo not drawn) | 0
Cc1cn(S(=O)(=O)c2ccc(Cl)cc2)c(C)n1 | -2

# The listing continues:
structure,14-3-3g Raf
COC(=O)C1=C(C)NC(=O)CC1c1cccc(Cl)c1 (stereo not drawn),-5
O=C(CCN1CCCCCC1)Nc1ccccc1Cl,-12
Cc1cccc(-n2ncc3c(Nc4ccc(F)cc4)ncnc32)c1,-3
CCc1ccc(Nc2nc(-c3cc4cc(OC)ccc4oc3=O)cs2)cc1,-25
CCOc1ccc(-c2cn(-c3ccc(Cl)cc3)c(=O)[nH]2)cc1Cl,-17
C=CCc1cccc(C2Nc3cccc4cccc(c34)N2)c1O,-13
Cc1cc(-c2nc3ncccc3o2)ccc1N,0
O=C1C(c2ccc(Cl)cc2)N(C2CCCC2)C(=O)CN1C1CCCC1 (stereo not drawn),-10
COc1ccc(-c2nc3ncccn3c2Nc2ccc(C)cc2)cc1,-3
COc1ccc(-c2cc(C(F)(F)F)n3nc(C(=O)NCCc4ccccc4)c(Cl)c3n2)cc1OC,-2
Cn1cccc1-c1cc(C(=O)O)[nH]n1,-2
CC1=C(C(=O)OC(C)C)C(c2ccc(Cl)cc2)C(C(=O)OC(C)C)=C(C)N1,-6
COc1ccc2c(c1)cc(C(=O)O)n2C,-4
O=C(CN1CCN(c2ccc(F)cc2)CC1)OCc1ccccc1,7
Cc1cccc(NC(=O)C2CCCN2C(=O)OCC(C)C)c1C (stereo not drawn),0
CC(=O)c1ccc2c3c(ccc(-c4ccc5c6c(ccc(C(C)=O)c46)CC5)c13)CC2,-4
CCN(CC)S(=O)(=O)c1ccc(Cl)c(C(=O)Nc2nnc(C)s2)c1,0
Cc1ccc(-n2nc(C(=O)NCCCN3CCc4ccccc4C3)c3c4ccccc4n(C)c3c2=O)cc1,-8
CCOC(=O)c1cc(Oc2ncnc3scc(-c4ccc(Cl)cc4)c23)cc(C(=O)OCC)c1,-103
COc1ccc(C2C3=C(CCCC3=O)Nc3nc(SC)nn32)cc1OC (stereo not drawn),-5
CCn1cnc2sc(C(=O)O)c(C)c2c1=O,-4
O=C(CCC1Nc2c3ccccc3nc(=S)n2C1=O)NC1CC1 (stereo not drawn),3
C=CCN1C(=O)C(O)(CC(=O)c2ccc(C(C)C)cc2)c2cc(Br)ccc21 (stereo not drawn),3
COCCCNC(=O)c1ccc2c(=O)n(CCOC)c(=O)[nH]c2c1,4
COc1cc(C)nc(N2CCCC(C(=O)Nc3cccc(Cl)c3Cl)C2)n1 (stereo not drawn),-3

# An excerpt of these results, field by field:
> Cc1cc(-c2nc3ncccc3o2)ccc1N
  14-3-3g Raf = 0
> CCN(CC)S(=O)(=O)c1ccc(Cl)c(C(=O)Nc2nnc(C)s2)c1
  14-3-3g Raf = 0
> C=CCc1cccc(C2Nc3cccc4cccc(c34)N2)c1O
  14-3-3g Raf = -13

# Remaining list, next part.
structure,14-3-3g Raf
O=C(C(Cc1ccccc1)NS(=O)(=O)c1ccc(Br)s1)N1CCCCCC1 (stereo not drawn),3
CC12CC(NC(=O)N1c1cccc(C(=O)N3CCN(c4cccc(Cl)c4)CC3)c1)c1cc(Cl)ccc1O2 (stereo not drawn),11
O=C(Nc1ccccc1)N(CCc1nc2ccccc2[nH]1)C1CCCC1,-9
CCN1CCN(C(=O)CCn2nc(-c3ccc(Cl)cc3)ccc2=O)CC1,-4
CC1CC(C)CN(C(=O)CSc2ncccc2C(=O)O)C1 (stereo not drawn),-2
Cc1ccc(Cn2ccc(NC(=O)CCC(=O)O)n2)cc1,-2
Cc1cccc(NC(=O)C2CCN(S(=O)(=O)c3cccc4nsnc34)CC2)n1,-6
O=C(CN1CCN(CC(=O)Nc2ccccc2Cl)CC1)Nc1ccc2c(c1)OCCO2,1&-13
COc1ccc(-n2c(=O)c3c4c(sc3n3c(C)nnc23)CCCC4)cc1,-6
COc1ccc(C2N3CC4(C)CN2CC(C)(C3)C4O)cc1OC (stereo not drawn),-1
Brc1ccc2ncnc(NCc3ccccc3)c2c1,-3
COc1cccc(C2C(C(=O)Nc3ccc(Br)cn3)=C(C)NC3=C2C(=O)CC(C)(C)C3)c1OC (stereo not drawn),-7
Oc1ccccc1-c1nc(Nc2ccc(Cl)cc2)c2ccccc2n1,2
Cc1cc(C)c(NC(=O)CN2C(=O)NC3(CCCCC3)C2=O)c(C)c1,-2
O=C(COc1ccc(Cl)cc1Cl)Nc1nc2n(n1)C(c1ccccc1)CC(=O)N2 (stereo not drawn),-5
Cc1ccc(N=Cc2ccc(OC(=O)c3ccc(Br)cc3)cc2)c(O)c1,1
CC1=C(C(=O)OC2CCCC2)C(c2cccc([N+](=O)[O-])c2)C2=C(CC(c3ccc(Cl)cc3)CC2=O)N1 (stereo not drawn),-2
COCCCNC(=O)c1ccc(C(=O)NCCCOC)cc1,-2
CCOc1ccc(-n2c(SCC(=O)NC(C)CC)nc3n[nH]c(C)c3c2=N)cc1 (stereo not drawn),-3

# A portion of the library; rates above refer to the full screens.
